M1 ag: M1 muscarinic receptor agonists, primary screen, CHO-M1 cells, Fluo-4 calcium, agonist mode | Muscarinic acetylcholine receptor M1 | Fluo-4 calcium fluorescence; hits give high values | B-score at 10 µM | hit rate 3% among 64,000 | AID 626, 2007;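 active = fluorescence rise, raw or as B-score row- and column-corrected plate score, outside the 99.7% band of its plate's samples, either direction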
S1P3 ag: human S1P3 receptor agonists, primary screen, cell-based, primary and confirmation, NFAT-BLA reporter; S1P3 NFAT-BLA reporter cells, agonism, FRET ratio; relative to 1 µM S1P, basal subtracted; activation, % at 4.5 µM; hit rate 0.1% among 60,000; AID 373, 2006;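 active = activation above the screen-wide mean plus 3 SD, cut at about 4.5% in these data, passing the limit was not always enough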; also: some compounds called inactive have numbers as strong as hits
Target sequence (Q99500 whole entry, looked up): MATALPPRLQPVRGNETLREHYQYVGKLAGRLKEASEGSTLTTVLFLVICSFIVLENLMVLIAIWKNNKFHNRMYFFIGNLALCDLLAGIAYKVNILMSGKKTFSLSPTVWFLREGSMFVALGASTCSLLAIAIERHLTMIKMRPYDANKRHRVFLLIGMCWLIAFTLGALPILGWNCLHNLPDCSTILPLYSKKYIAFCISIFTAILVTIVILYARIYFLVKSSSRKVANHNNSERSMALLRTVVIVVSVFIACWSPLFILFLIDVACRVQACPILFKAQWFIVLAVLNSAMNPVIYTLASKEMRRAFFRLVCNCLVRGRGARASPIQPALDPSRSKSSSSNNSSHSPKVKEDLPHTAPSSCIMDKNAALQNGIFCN
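Benchmarks: high control 1 µM S1P / System: stable CHO line with human S1P3, Gα16, NFAT-BLA reporter / Dosing: single compound concentration, 4.5 µM final / Timing: 4 h compound at 37 °C, 2 h substrate at RT / Measured by: FRET β-lactamase substrate fluorescence, excitation 405 nm, 460/535 nm emission ratio, background-subtracted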
Jurkat tox 60K: cytotoxicity toward Jurkat T cells, primary screen, cytotoxicity control, cell-based, Jurkat E6.1, 60K MLSMR library; Jurkat E6.1 viability, ATP luminescence, 48 h; inhibition, % at 4 µM; hit rate 1.2% among 56,000;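 active = inhibition above the mean inhibition of all tested compounds plus 3 SD, cut at about 28% in these data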
5HT1E ag: 5-HT1E receptor agonists, primary screen, cell-based, HTS; 5-hydroxytryptamine receptor 1E (Homo sapiens), P28566; CHO 5-HT1E Ga15 NFAT-bla reporter, FRET; 0% DMSO wells, 100% control agonist wells; activation, % at 6 µM; hit rate 0.69% among 65,000; AID 574, 2007;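 active = activation above a set limit, the screen-wide mean activation plus 3 SD, cut at about 8.5% in these data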;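 also: 100% = positive control agonist at 1 µM giving full maximal response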
Target sequence (P28566 whole entry, looked up): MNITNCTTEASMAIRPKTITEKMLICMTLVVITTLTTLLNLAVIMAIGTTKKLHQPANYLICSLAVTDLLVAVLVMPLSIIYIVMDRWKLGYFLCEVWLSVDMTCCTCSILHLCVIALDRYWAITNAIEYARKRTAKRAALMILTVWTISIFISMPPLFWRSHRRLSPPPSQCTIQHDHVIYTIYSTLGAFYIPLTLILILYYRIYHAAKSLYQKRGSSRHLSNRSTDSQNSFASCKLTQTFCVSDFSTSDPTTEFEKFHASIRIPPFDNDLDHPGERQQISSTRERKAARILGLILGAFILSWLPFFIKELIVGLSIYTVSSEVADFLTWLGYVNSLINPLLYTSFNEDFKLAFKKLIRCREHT
HEK293 NFkB inh: inhibitors of PMA/ionomycin-induced NF-kB reporter, primary screen, antigen receptor NF-kB inhibitor project, cell-based, HEK-293 luciferase reporter, luminescence. HEK-293 NF-kB luciferase reporter. hit rate 0.21% among 62,000. inhibition, % at 3 µM. AID 465, 2006;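 active = inhibition above the mean of all tested compounds plus 3 SD, cut at about 40% in these data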;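 also: 0% = stimulated DMSO wells and 100% = 10 µM reference inhibitor 5653914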
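Material: HEK-293 cells with stable firefly luciferase reporter driven by four HIV NF-kB elements / Also added: PMA plus ionomycin mix as NF-kB-activating stimulus / Compound dosing: 3 µM once, 0.30% DMSO / Times: 1 h pretreatment, 16 h stimulation, 37 °C / Signal: luminescence / Evaluation: per-plate % inhibition versus controls / Benchmarks: DMSO and 10 µM reference inhibitor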
S1P1 ag-PAM: S1P1 agonists and agonism potentiators, primary screen, cell-based, primary and confirmation screens, CRE-bla reporter; S1P1 CRE-bla cells, forskolin, beta-lactamase FRET, potentiator mode; S1P1 agonist co-added at EC20, 2 nM; 100% = saturating reference agonist, 0% = basal; hit rate 0.57% among 56,000; activation, % at 9.5 µM;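 active = activation above a cutoff set at the mean activation of all tested compounds plus 3 SD, cut at about 54% in these data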;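 also: forskolin at 4 µM as EC80 and the EC20 agonist is SEW2871; 100% = SEW2871 at its EC100 plus forskolin at EC80; some compounds past the cut are filed as inactive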
5HT1E antag: 5-HT1E receptor antagonists, primary screen, cell-based, HTS; 5-hydroxytryptamine receptor 1E (Homo sapiens), P28566; CHO 5-HT1E Ga15 NFAT-bla reporter, FRET, antagonist; inhibition, % at 6 µM; hit rate 0.99% among 65,000;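 active = inhibition above a set limit, the mean inhibition across every tested compound plus 3 SD, cut at about 29% in these data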;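 also: signal is the 460 over 535 nm emission ratio of beta-lactamase substrate; 0% = agonist plus DMSO wells and 100% = wells without agonist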
M1 antag: antagonists of rat M1 muscarinic receptor; hit rate 3.4% among 64,000; AID 628, 2007; CHO-M1 cells, Fluo-4 calcium, ACh EC80 antagonist mode; hits give low values; B-score at 10 µM; Muscarinic acetylcholine receptor M1 (Rattus norvegicus), P08482;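 active = calcium fluorescence response, raw or row-and-column corrected B-score, differing from the plate sample mean either way at a set confidence level, mostly lower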
Her2 expr inh: inhibitors of Her2 protein expression, primary screen, SKBR-3 cells, AlphaScreen, 66K library; Receptor tyrosine-protein kinase erbB-2 (Homo sapiens), P04626; SKBR-3 HER2 protein level, 18-24 h; hits give low values; HER2 level % of control, % at 10 µM; hit rate 0.69% among 65,000;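 active = HER2 level under 5% of the carrier-only control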;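 also: 100% = DMSO carrier and 0% = 500 nM PU-H71 HSP90 inhibitor; lower value means stronger loss of Her2 protein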
* = called active by the depositor; / = no result given.

SMILES	M1 ag	S1P3 ag	Jurkat tox 60K	5HT1E ag	HEK293 NFkB inh	S1P1 ag-PAM	5HT1E antag	M1 antag	Her2 expr inh
O=C(O)Cn1c2c(c3ccccc31)CCCC2	/	-0.6	-6	0.1	12	0	3	/	88
COc1ccc(N(C2CSC2)S(=O)(=O)c2ccccc2)cc1	1.3	/	/	-0.4	8	/	5	-0.47	80
Cc1nonc1NC(=O)OC1CCCCC1	/	-0.5	4	-0.9	9	4	14	/	90
CCn1nc(C)c(NC(=O)CCCSc2nc(-c3ccco3)cc(C(F)(F)F)n2)c1C	-0.41	-0.6	15	-0.1	-2	12	-2	0.052	121
COc1ccc2oc(=O)c(C(=O)N3CCN(c4ccccc4)CC3)cc2c1	-0.0096	-0.8	-4	-1.1	16	10	5	0.17	68
CC1CN(C(=O)c2cc3ccccc3oc2=O)CC(C)O1 (centres undefined)	-0.66	-1.6	2	1.0	25	-4	9	0.33	107
Cc1noc(C)c1COC(=O)COc1cccc2c1OC(C)(C)C2	-0.34	-0.5	-1	1.7	10	-11	-10	-0.68	128
COc1ccccc1N1CCN(CCCC(=O)c2ccc(F)cc2)CC1	-1.1	-1.7	14	3.0	16	-10	11	-2*	118
Cc1ccc(NC(=O)CSc2nc3c(c(=O)[nH]2)CCC3)cc1C	0.045	-0.7	6	0.1	12	-4	-11	0.044	112
CCN1CCN(c2ncnc3c2oc2nc(C)c4c(c23)CC(C)(C)OC4)CC1	-0.067	-0.2	-2	-0.3	10	3	-3	0.26	78
O=C(CSc1ccccc1C(=O)O)NCc1ccco1	0.2	1.2	3	0.5	-2	-8	2	-0.12	110
Clc1ccc(CSc2nnc(-c3ccccn3)n2Cc2ccco2)c(Cl)c1	0.17	/	/	-0.6	18	/	5	0.94	72
CCc1ccccc1NC(=O)N1C2CCCC1CC(NC(=O)C(C)(C)C)C2 (centres undefined)	0.12	-1.0	7	-0.2	16	4	12	0.012	102
CN(C(=O)C12CC3CC(CC(C3)C1)C2)C1CCS(=O)(=O)C1 (centres undefined)	0.32	-1.0	-3	0.9	8	-1	-1	-1.6	111
CCOc1cc(-c2nc(-c3ccccc3OC)no2)cc(OCC)c1OCC	0.93	-0.7	1	1.4	17	/	-7	-0.00017	/
CC(C)(C)SCCNC(=O)CN(c1ccc(F)cc1)S(C)(=O)=O	-1.4	-0.7	6	0.1	25	-17	8	0.36	/
CSc1nc(C)c(C(=O)Nc2ccccc2)c(C)c1C#N	-0.99	-0.8	3	1.4	2	-10	-15	-0.1	107
Cc1cc(S(=O)(=O)Nc2ccccc2C)ccc1F	0.012	0.1	1	-0.4	9	-7	8	-0.0086	104
O=C(CN1C(=O)CCS(=O)(=O)c2ccccc21)Nc1cccc(Cl)c1	0.093	/	/	-1.0	11	/	8	-0.16	80
COc1ccc(CCNS(=O)(=O)c2cccs2)cc1	-0.53	-0.2	0	-1.4	4	/	-3	-0.22	125
COc1cc(CC(=O)OC2CCOC2=O)cc(OC)c1OC (centres undefined)	1.1	-0.9	-4	0.4	7	13	-3	-0.026	102
Fc1ccccc1N1CCN(C(c2ccncc2)c2nnnn2C2CCCC2)CC1 (centres undefined)	-0.11	-0.7	-2	1.1	15	6	5	0.065	106
CCOC(=O)N1CCN(c2nc(C)c3c(n2)CC(C)CC3=O)CC1 (centres undefined)	0.17	-0.3	-5	-0.9	14	-4	1	0.038	128
Cc1ccc2cccc(S(=O)(=O)Nc3ccc4c(c3)OCO4)c2n1	-0.8	-0.1	6	0.5	3	-13	0	0.64	115
OC(CN1C2=NCCN2c2ccccc21)c1ccc2c(c1)OCO2 (centres undefined)	-1	0.5	4	1.5	4	-23	-7	-0.68	130
Cc1ccc(CC2S/C(=C(/C#N)C(=O)NCc3ccco3)N(c3ccccc3)C2=O)cc1 (centres undefined)	0.58	-0.5	-2	0.9	8	/	2	0.13	110
CCOC(=O)C(C)Oc1ccccc1C1NC(=O)NC(C)=C1C(=O)Nc1ccc(C)c(C)c1 (centres undefined)	-0.11	-0.5	-2	-0.8	11	-19	-1	-0.07	65
CC(C)(C)NC(=O)CSc1n[nH]c(=O)n1-c1ccccc1	-0.8	1.2	-4	0.8	5	/	2	-0.011	85
O=C(O)C1CCCN1S(=O)(=O)c1ccc2c(c1)CCC2 (centres undefined)	-0.54	-0.7	9	-1.2	15	-9	0	-0.66	138
CCOC(=O)N1CCN(C(=O)C(NC(=O)c2ccc(CC)cc2)C(C)C)CC1 (centres undefined)	1.2	-0.5	-3	0.1	-3	-10	-4	-1	/
COC(=O)CSCC(=O)Nc1cc2c(cc1C(C)=O)OCO2	-0.86	-3.8	/	-0.8	/	4	1	0.015	62
Cc1nnc(SCC(=O)N2CCOCC2)c2ccccc12	0.87	-1.6	/	-1.5	/	7	9	0.44	107
COc1ccc(-c2nnc(CSc3ncnc4sc5c(c34)CCC5)o2)cc1OC	0.98	-0.8	-2	0.4	12	-6	6	0.57	69
Cc1occc1-c1nnc(SCC(=O)NCC2CCCO2)n1C (centres undefined)	-0.036	0.5	-3	0.7	9	-10	5	-0.078	98
CCN(CC)CCNC(=O)c1nn(-c2ccc(C)cc2)c(=O)c2c1c1ccccc1n2C	-0.96	-0.7	-1	1.3	15	-20	-15	1.1	79
S=c1sc2c(N3CCOCC3)ncnc2n1-c1ccccc1	-0.48	-1.0	1	-0.1	9	-4	-9	0.25	109
COC(=O)c1cc(-c2ccccc2)n[nH]1	-0.41	-0.2	2	-0.1	8	-59	-4	-0.27	85
O=C(CSc1nnc(-c2ccncc2)n1C1CCCCC1)Nc1cccc(O)c1	0.69	-0.4	5	0.1	19	1	3	-0.71	88
COc1ccc(-n2c(Cc3cccn3C)nnc2SCC(=O)Nc2ccc3c(c2)OCO3)cc1	0.14	-1.1	0	0.8	10	9	-1	-0.69	102
COc1ccc(CCC(C(O)C(F)(F)F)S(=O)c2ccccc2)cc1 (centres undefined)	0.27	/	/	-0.5	14	/	-5	0.29	125

A few values from the list.
Reading for COc1ccc(-c2nnc(CSc3ncnc4sc5c(c34)CCC5)o2)cc1OC in M1 antag: 0.57
Reading for Cc1nnc(SCC(=O)N2CCOCC2)c2ccccc12 in S1P3 ag: -1.6
Reading for CN(C(=O)C12CC3CC(CC(C3)C1)C2)C1CCS(=O)(=O)C1 (centres undefined) in S1P1 ag-PAM: -1
Reading for CCc1ccccc1NC(=O)N1C2CCCC1CC(NC(=O)C(C)(C)C)C2 (centres undefined) in S1P1 ag-PAM: 4
Reading for COc1cc(CC(=O)OC2CCOC2=O)cc(OC)c1OC (centres undefined) in S1P3 ag: -0.9
Reading for O=C(CN1C(=O)CCS(=O)(=O)c2ccccc21)Nc1cccc(Cl)c1 in M1 antag: -0.16
Reading for CCn1nc(C)c(NC(=O)CCCSc2nc(-c3ccco3)cc(C(F)(F)F)n2)c1C in HEK293 NFkB inh: -2

Further results follow:
SMILES	M1 ag	S1P3 ag	Jurkat tox 60K	5HT1E ag	HEK293 NFkB inh	S1P1 ag-PAM	5HT1E antag	M1 antag	Her2 expr inh
CC(=O)Oc1ccc(N2C(=O)CC(N3CCOCC3)C2=O)cc1 (centres undefined)	-1.5	0.2	0	-0.7	1	-4	-11	-0.031	101
O=C(Nc1ccncc1)c1cncc(Br)c1	0.15	0.1	-3	-0.5	2	4	3	-1.6	102
O=C(CCN1C(=O)c2ccccc2C1=O)OCN1C(=O)c2ccccc2C1=O	0.38	-1.6	/	0.3	/	-1	3	-0.058	92
CC(=O)NC12CC3CC(C1)CC(C(=O)OCC(=O)Nc1ncc(Cl)c(C)c1Cl)(C3)C2	0.71	-0.5	3	-0.3	17	-6	-6	0.33	88
COc1ccc(S(=O)(=O)N2CCN(c3ccc4nnc(-c5ccc(F)cc5)n4n3)CC2)cc1	0.26	-2.6	0	4.7	8	-12	-9	0.17	51
OCCNc1ccc(Cl)cc1	0.078	-0.1	-3	1.3	6	-7	-2	-0.4	65
CCSc1ccccc1C(=O)N1CCN(Cc2ccc3c(c2)OCO3)CC1	1.2	-0.4	-6	-0.6	19	-37	7	-1.7	80
CCCc1ncc(C(O)c2cccc(OC)c2OC)n1C (centres undefined)	0.38	-0.9	5	0.2	0	-27	3	0.23	59
COc1ccc(C(C)N2CC34C=CC(O3)C(C(=O)OCC(C)C)C4C2=O)cc1 (centres undefined)	0.65	-0.3	3	1.5	13	-6	3	-0.19	95
COCCn1c(SCC(=O)c2cccc(OC)c2)nnc1-c1ccco1	/	0.0	2	-0.5	-10	-24	3	/	95
Cc1ccc2cc3c(nc2c1)N(Cc1ccco1)CC3	-0.67	-1.4	14	-0.2	10	19	0	-1.3*	62

5 of the compounds above, with bars between the fields:
Molecule | M1 ag | S1P3 ag | Jurkat tox 60K | 5HT1E ag | HEK293 NFkB inh | S1P1 ag-PAM | 5HT1E antag | M1 antag | Her2 expr inh
OCCNc1ccc(Cl)cc1 | 0.078 | -0.1 | -3 | 1.3 | 6 | -7 | -2 | -0.4 | 65
CCCc1ncc(C(O)c2cccc(OC)c2OC)n1C (centres undefined) | 0.38 | -0.9 | 5 | 0.2 | 0 | -27 | 3 | 0.23 | 59
COc1ccc(C(C)N2CC34C=CC(O3)C(C(=O)OCC(C)C)C4C2=O)cc1 (centres undefined) | 0.65 | -0.3 | 3 | 1.5 | 13 | -6 | 3 | -0.19 | 95
COCCn1c(SCC(=O)c2cccc(OC)c2)nnc1-c1ccco1 | / | 0.0 | 2 | -0.5 | -10 | -24 | 3 | / | 95
O=C(Nc1ccncc1)c1cncc(Br)c1 | 0.15 | 0.1 | -3 | -0.5 | 2 | 4 | 3 | -1.6 | 102

Gathered by group: those above with an NH in an aromatic ring.
SMILES	M1 ag	S1P3 ag	Jurkat tox 60K	5HT1E ag	HEK293 NFkB inh	S1P1 ag-PAM	5HT1E antag	M1 antag	Her2 expr inh
Cc1ccc(NC(=O)CSc2nc3c(c(=O)[nH]2)CCC3)cc1C	0.045	-0.7	6	0.1	12	-4	-11	0.044	112
CC(C)(C)NC(=O)CSc1n[nH]c(=O)n1-c1ccccc1	-0.8	1.2	-4	0.8	5	/	2	-0.011	85
COC(=O)c1cc(-c2ccccc2)n[nH]1	-0.41	-0.2	2	-0.1	8	-59	-4	-0.27	85

Assay outcomes from PubChem.
